TCR activator: activators of T cell receptors; primary human leukocytes, anti-CD3, IL-2 HTRF, 48 h; Potency, µM (titrated, usually from 9.22 µM), for inactives: at the top dose activation of IL-2 secretion, usual class: activators; 330,000 tested, under 10 active; also: % of control where 0% means no effect
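Primary human leukocytes receive a-CD3 beads and test compound and are incubated 48 hr. Secreted IL-2 is then assayed by HTRF, measuring 665nm acceptor emission after 320nm excitation of the europium donor.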
Mito fusion yeast: mitochondrial division inhibition or fusion activation | S. cerevisiae fusion-defective mutant growth rescue, CellTiterGlo 48 h | Potency, µM (doses to about 46.1 µM), for the others: at the highest dose growth rescue (activation), actives largely listed as activators | AID 485298 | 320,000 tested, 0.23% active;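 also: potency is read from the fitted curve at half-maximal effect; % of control where 0% means no effect; nearly all actives have a fitted effect of over 45% in size; temperature-sensitive fusion mutants such as fzo1-1 at 37 °C on non-fermentable ethanol glycerol medium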
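Compounds are tested for their ability to restore growth of mitochondrial fusion-defective yeast strains at non-permissive 37C in YPEG medium over 48 hours. Viability is quantified by luciferase luminescence.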
Chronic BCR inh: blocks chronic active B-cell receptor signaling; ABC-DLBCL IkBa-CBG/CBR reporter, luminescence ratio, 4 h; Potency, µM (series often up to 46.1 µM), for the others: at the top dose ratio change, negative = lower green/red ratio, most hits filed as inhibitors; 340,000 tested, 0.05% active; AID 493014; active = well fitted inhibition curve with a large enough effect in the signal ratio, with a control signal flat, not every such curve was filed as active; inconclusive = small, poorly fitted or top-dose-only effect, or effect the other way, or a change in a side signal; the % refers to the signal ratio;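 also: potency is read from the fitted curve at half-maximal effect; plate controls were basal doxycycline-induced cells for no effect and cells given 10 µM MG132 for full effect; MG132 reads +100%, hits lower the ratio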
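Doxycycline induced both beetle luciferases in TMD8 lymphoma cells; IKK-driven degradation limits the IkappaBalpha-fused green signal, while red luminescence normalises for cell number and nonspecific effects. Compounds tested up to 46 uM, 4 hrs.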
B2AR arrestin: beta2AR (human) beta-arrestin recruitment activity; P07550; beta-arrestin recruitment to beta2AR, cell-based reporter; Potency, µM (titrated, usually from 46.1 µM), inactives show at the top dose activation, hits mostly activators; 330,000 tested, 0.02% active;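 also: potency is read from the fitted curve at half-maximal effect; 0% = DMSO controls and full agonism = EC100 isoproterenol or metaproterenol; nearly all actives have a fitted effect of over 65% in size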
Target sequence (P07550 whole entry, looked up): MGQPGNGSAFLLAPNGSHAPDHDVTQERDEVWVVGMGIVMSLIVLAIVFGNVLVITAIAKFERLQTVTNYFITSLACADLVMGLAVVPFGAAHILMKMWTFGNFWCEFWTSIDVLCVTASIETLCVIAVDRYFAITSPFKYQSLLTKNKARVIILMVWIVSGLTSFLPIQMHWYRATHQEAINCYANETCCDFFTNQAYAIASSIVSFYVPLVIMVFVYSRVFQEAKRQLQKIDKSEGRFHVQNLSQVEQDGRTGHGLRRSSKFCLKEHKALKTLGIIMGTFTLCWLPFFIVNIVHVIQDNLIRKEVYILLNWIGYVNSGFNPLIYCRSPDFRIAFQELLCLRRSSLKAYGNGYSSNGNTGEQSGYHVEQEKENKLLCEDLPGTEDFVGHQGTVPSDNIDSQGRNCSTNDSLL
ELG1 repair inh: inhibitors of ELG1-dependent DNA repair in HEK293T cells. 330,000 tested, 2.3% active. Potency, µM (series often up to 46.1 µM), inactives show top-dose activity change, negative = inhibition, hits mostly inhibitors. HEK293T ELG1-luciferase reporter, luminescence, 16 h; DNA damage induced by 5-fluorouridine; also: potency is read from the fitted curve at half-maximal effect; % is scaled to controls: 0 for no effect and ±100 for the full control effect; nearly all actives have a fitted effect of over 55% in size
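Step one: seed 2,000 cells per well. Step two: pin-transfer compound or DMSO alongside 5-fluorouridine. Step three: incubate 16 hr, 37 °C, 5% CO2. Step four: add ONE-Glo, wait 30 min, read luminescence.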
uPA generation: blocks generation of uPA at the cell surface; cell surface uPA generation assay, qHTS; Potency, µM (highest dose often 38.3 µM), for the others: at the top dose activity change, negative = inhibition, hits mostly inhibitors; 330,000 tested, 0.31% active; AID 540303; active = well fitted inhibition curve with a large enough effect; inconclusive = small, poorly fitted or top-dose-only effect; inactive = no such curve, though single readings can be large or run the other way; tested in mouse RAW 264.7 cells; also: potency is read from the fitted curve at half-maximal effect; % is scaled to controls: 0 for no effect and ±100 for the full control effect; nearly all actives have a fitted effect of over 55% in size
TSHR antag: human thyrotropin receptor antagonism; P16473; TSHR-expressing cells, TSH-stimulated cAMP HTRF, 2 h; hits give low values; activity change, negative = inhibition, % at 11.5 µM; 330,000 tested, 0.2% active; AID 504810;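 active = activity change below a set negative limit, meaning inhibition stronger than a set level, cut at about -70% in these data; inconclusive = activity change between two set negative limits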; also: % is scaled to controls: 0 for no effect and ±100 for the full control effect
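Freshly harvested TSHR cells receive pin-tooled compound, then EC80 TSH at 4nM final. After 2 hours at 37 deg C, antibody in lysis buffer and cAMP-d2 are added; 30 minutes at ambient temperature precede the HTRF read.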
Eya2 inh: blocks the phosphatase activity of human Eya2. O00167. AID 488837. 330,000 tested, 0.006% active. Potency, µM (top dose mostly 76.9 µM), inactives show at the highest dose activity, negative = inhibition, hits mostly inhibitors. recombinant Eya2, OMFP fluorescence dephosphorylation (OMFP is methylfluorescein phosphate); also: potency is read from the fitted curve at half-maximal effect; % is scaled to controls: 0 for no effect and ±100 for the full control effect
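Eya2 protein (added as 0.2 uM solution) was preincubated with compound for 10 min at ambient temperature in 50 mM HEPES pH 7.5, 50 mM NaCl, 5 uM MgCl2, 0.05% BSA, 1 mM DTT. OMFP (added at 50 uM) then reacted 10 min; fluorescence read at 485/525 nm.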
USP2a inh: blocks human ubiquitin-specific protease USP2a; Potency, µM (top dose mostly 38.3 µM), for inactives: at the highest dose activity change, negative = inhibition, usual class: inhibitors; USP2 core, Ub-CHOP2 coupled fluorogenic reporter, 485/531; 330,000 tested, 0.01% active; O75604;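 also: potency is read from the fitted curve at half-maximal effect; plate controls were DMSO wells for no effect and full inhibition by NEM control for full effect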
Target sequence (O75604 whole entry, looked up): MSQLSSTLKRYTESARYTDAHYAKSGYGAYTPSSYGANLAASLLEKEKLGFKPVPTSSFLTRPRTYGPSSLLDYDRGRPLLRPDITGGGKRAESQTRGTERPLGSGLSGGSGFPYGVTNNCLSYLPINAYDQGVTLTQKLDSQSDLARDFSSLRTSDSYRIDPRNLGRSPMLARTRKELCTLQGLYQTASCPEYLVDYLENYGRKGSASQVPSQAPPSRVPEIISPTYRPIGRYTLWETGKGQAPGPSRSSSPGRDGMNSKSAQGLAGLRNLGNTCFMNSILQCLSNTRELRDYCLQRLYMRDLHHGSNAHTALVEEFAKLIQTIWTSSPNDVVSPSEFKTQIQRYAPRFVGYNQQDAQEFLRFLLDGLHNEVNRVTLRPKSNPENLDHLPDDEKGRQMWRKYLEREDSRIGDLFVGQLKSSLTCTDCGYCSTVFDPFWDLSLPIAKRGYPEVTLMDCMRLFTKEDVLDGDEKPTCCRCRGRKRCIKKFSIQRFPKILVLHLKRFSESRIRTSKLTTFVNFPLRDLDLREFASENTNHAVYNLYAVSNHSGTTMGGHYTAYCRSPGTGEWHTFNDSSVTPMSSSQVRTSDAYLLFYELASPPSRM
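Deubiquitinase activity read as fluorescence (485/531 nm) after Ub-CHOP2 cleavage activates the enterokinase reporter on its substrate; USP2 core 10nM, Ub-CHOP2 and substrate 25nM each, 30min compound preincubation then 60min RT; data normalized to NEM, curves fitted.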
Tb PFK block: inhibitors of T. brucei phosphofructokinase; Potency, µM (titrated, usually from 57.5 µM), for the others: at the top dose activity, negative = inhibition, actives largely listed as inhibitors; 330,000 tested, 0.17% active; O15648; T. brucei PFK, ADP-Glo luminescence;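 also: potency is read from the fitted curve at half-maximal effect; 0% = uninhibited 1x PFK enzyme wells and -100% = no-enzyme wells; nearly all actives have a fitted effect of over 60% in size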
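1.25 nM PFK with 0.5 mM F6P and 0.1 mM ATP in 0.1 M TEA pH 8.0, 5 mM MgCl2, incubated 45 min at room temperature; ADP measured by ADP-Glo luminescence; compounds titrated up to 57 uM.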
TSG101-PTAP inh: blocks PTAP/TSG101 interaction to inhibit HIV-1 budding; Q99816; Fluorescence polarization, FITC-PTAP peptide / Tsg101 binding; Potency, µM (titrated, usually from 115 µM), inactives show top-dose activity change, negative = inhibition, hits mostly inhibitors; 340,000 tested, under 10 active; AID 493005; active = well fitted inhibition curve with a large enough effect in the main read-out, with a control signal flat, not every such curve was filed as active; inconclusive = small, poorly fitted or top-dose-only effect, or effect the other way, or a change in a side signal; inactive = no such curve, though single readings can be large or run the other way; also: potency is read from the fitted curve at half-maximal effect; % of control where 0% means no effect
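Fluorescence anisotropy tracks displacement of a FITC-tagged PTAP peptide (50 nM) from the Tsg101 binding domain (10 uM), following a 20 min room-temperature incubation at pH 7.5.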
Active calls of the source: *; ? = inconclusive; . = not tested or not shown; & = joins results of further samples; [ ] = another dose, or the depositor's remark. Unless noted, calls follow the shape of the dose curve; as a rule, active = well fitted curve in the direction sought with a large enough effect; inconclusive = small, poorly fitted or top-dose-only effect, or another doubt; inactive = no such curve, though single readings can be large; an effect the other way counts as inactive or inconclusive. Outcome played no part in choosing rows. About 3% of those tested had a hit in this group.

SMILES | TCR activator | Mito fusion yeast | Chronic BCR inh | B2AR arrestin | ELG1 repair inh | uPA generation | TSHR antag | Eya2 inh | USP2a inh | Tb PFK block | TSG101-PTAP inh
O=C(NCc1ccc(F)cc1)C1CCN(S(=O)(=O)c2ccc(Br)s2)CC1 | -4% | 19% | 7% | 0.0% | -6% | -1% | -20 | -5% | -1% | -2% | -4%
CCOc1ccc(S(=O)(=O)n2ccc(C)n2)cc1 | 2% | -1% | 1% | 0.3% | 2% | 4% | 1 | ? | 1% | -3% | -6%
COc1ccc(CCn2c(N)cc(=O)[nH]c2=S)cc1OC | 7% | -5% | ? | 0.1% | 0% | -3% | -1 | 10% | 0% | -1% | 4%
Cc1cc(C)c(OCC(=O)OCC(=O)NCc2cccs2)c(C)c1 | -1% | -7% | ? | -0.1% | 14% | 2% | 18 | -24% | 1% | -9% | -4%
Cc1ccc(C(=O)OCC(=O)Nc2ccccc2Cl)c(O)c1 | 16% | 0% | ? | -1.4% | ? | 5% | -1 | ? | -1% | -12% | 0%
Cc1ccc(C2N=C(N)Nc3nc4ccccc4n32)cc1 (stereo unspecified) | 5% | -5% | 0%&-7% | 0.3% | ? | 5% | 12 | -12% | -2% | -1% | -2%
C=CCOc1ccc(/C=C/C(=O)OCC(=O)NNC(=O)c2ccccc2F)cc1 | 5% | . | 0% | -0.5% | 0% | 5% | 16 | -38% | 3% | 10% | 3%
Cc1c(Cl)cccc1NC(=S)NCc1ccccc1Cl | -2%[46.1 µM] | 8% | 8% | -0.7% | -3% | 0% | 4 | 5% | 2% | 0% | -1%
Cc1cc(NC(=O)CCC(=O)N(c2ccccc2F)C(C(=O)NC2CCCC2)c2ccccc2)no1 (stereo unspecified) | 8% | -2% | 10% | -0.4% | ? | 2% | -8 | -14% | 0% | -3% | -1%
COc1ccc(C(=O)OCCc2cc3ccccc3c(=O)o2)cc1 | 3% | 17% | ? | 0.3% | 12% | -4% | -8 | -10% | -7% | 9% | -4%
COc1cc(C(CCN2CCCC2)c2c(OC)cc(OC)c3ccc(=O)oc23)cc(OC)c1OC (stereo unspecified) | -1% | -1% | -5% | 0.0% | -1% | 10% | -6 | -8% | 0% | -1% | .
CCOC(=O)C1=C(O)/C(=C\c2ccc(O)c(OCC)c2)N=C1C | -2% | 2% | 2% | 0.3% | 16% | 3% | 7 | 5% | 2% | 1% | -2%
Cc1cc(NC(=O)c2ccccc2)n(-c2ccccc2)n1 | -4% | 1% | 13% | -0.5% | ? | -8% | -9 | 3% | 1% | 0% | -4%
CC(=O)/C=N/Nc1ccccc1 | -3% | -5% | -11% | -0.3% | -4% | . | 20 | -1% | 1% | -1% | -3%
COc1ccccc1CC(=O)O/N=C(\N)c1cccc([N+](=O)[O-])c1 | 2% | 0% | 20% | -0.2% | 10% | 5% | -15 | 8% | 4% | 2% | -1%
O=S(=O)(NC1CCCC1)c1ccc(S(=O)(=O)N(Cc2cccs2)CC2CCCO2)cc1 (stereo unspecified) | 1% | 5% | -1% | -1.1% | ? | 7% | 5 | -4% | -1% | -4% | 0%
O=C(CC1C[C@H](C(=O)N2CCCCC2)[C@@]2(CCc3ccccc3)c3[nH]c4ccccc4c3CCN2C1=O)NCc1cccc(C(F)(F)F)c1 (stereo partly specified) | 4% | . | 0% | -0.9% | -20% | 1% | -7 | -7% | 4% | 7% | 0%
COc1ccc2[nH]c3c(c2c1)CCN1C(=O)C(CC(=O)NCCCN(C)C)C[C@H](C(=O)N2CCCCC2)[C@@]31CCc1ccccc1 (stereo partly specified) | 1%[46.1 µM] | . | 3% | 0.5% | 6% | 4% | 0 | 1% | 0% | -3% | -2%
CCCSc1nc2cc(C)c(C)cc2n1CC(O)CO (stereo unspecified) | 3% | 3% | 0% | 0.2% | 30% | 3% | 0 | 8% | -1% | -3% | -4%
Cc1ccc(-c2csc(NC(=O)c3ccc(S(=O)(=O)N4CCc5ccccc54)cc3)n2)cc1 | 3% | 0% | ? | 0.1% | 4% | 18% | 0 | -20% | -6% | 5% | 0%
CC(=O)Nc1ccccc1C(=O)C(=O)NCCc1ccccc1 | -3% | 0% | 4% | -0.1% | ? | 0% | -4 | 5% | 7% | 0% | 1%
COc1ccc(S(=O)(=O)NC(C)C(=O)NCc2cccnc2)cc1Cl (stereo unspecified) | 1% | 2% | -7% | -0.8% | -4% | -2% | -7 | -2% | -1% | 0% | -5%
O=C(Cc1cnn(-c2ccccc2)c1)c1ccc(O)c(O)c1O | 2% | 3% | ? | -0.3% | ? | -2% | -10 | 6% | 1% | -11% | -2%
C[N+]1(CCCCCCC(=O)/C=N/O)CCCCCC1 | -2% | 1% | ? | -0.5% | -1% | 2% | 11 | 35% | 0% | 6% | -3%
Cc1ccc(Sc2nc(-c3ccccc3)ccc2C#N)cc1 | -6% | -4% | -3% | 3.9% | ? | . | -3 | -5% | 5% | 3% | -5%
Cc1ccc(C)c(N(CC(=O)NN=C2CCN(C)CC2)S(=O)(=O)c2ccccc2)c1 | -3% | 3% | 0% | -0.6% | ? | -15% | 2 | -9% | -3% | 1% | -1%
COC(=O)c1sccc1S(=O)(=O)Nc1ccc(Cl)cc1 | 3% | 6% | -8% | -0.4% | -10% | 1% | 16 | -3% | -1% | 1% | -10%
Cc1c(C(=O)Nc2ccccc2)sc2nc(-c3ccccc3)cn12 | 0% | 15% | 17% | 0.1% | ? | -6% | 1 | -16% | 0% | -5% | -3%
N#Cc1cc(-c2ccccc2)oc1NC(=O)c1ccco1 | . | 0% | ? | 0.0% | 26% | -1% | 4 | -6% | 2% | 8% | -6%
CN(C)c1ccc(CN(CC2CCCO2)C(=O)c2cccs2)cc1 (stereo unspecified) | -1% | ? | 3% | 0.3% | 2% | -1% | 2 | 9% | -1% | 2% | 0%
Cc1ccc2c(c1)OC(c1ccc3c(c1)OCCO3)CC2=O (stereo unspecified) | 7% | 14% | 0% | 0.5% | ? | 3% | -5 | 6% | -2% | 0% | 0%
C[C@H](CO)N1C[C@H](C)[C@@H](CN(C)Cc2ccccc2)Oc2c(NS(=O)(=O)c3cn(C)cn3)cccc2C1=O | -3% | . | ? | 0.5% | ? | 2% | 28 | 7% | -5% | -1% | -1%
C[C@H]1CN([C@@H](C)CO)C(=O)c2cccc(NC(=O)C3CC3)c2O[C@H]1CN(C)Cc1ccncc1 | -27% | . | 2% | 0.2% | ? | -3% | -8 | 5% | 6% | 8% | 2%
Cc1ccc(OCc2nnc(SC3CCc4ccccc4C3=O)n2C)cc1 (stereo unspecified) | 4%[46.1 µM] | ? | -19% | ? | -3% | 3% | 10 | -5% | -4% | ? | 0%
Cc1ccc(-n2c(C)cc(-c3csc(N)n3)c2C)cc1 | 13%[46.1 µM] | -4% | 8% | 2.0% | 28% | -3% | -6 | -4% | 0% | 0% | -4%
Cc1ccc(S(=O)(=O)N[C@@H](C)C(=O)N2CCC(C(=O)N[C@@H](Cc3ccccc3)C(=O)O)CC2)cc1 | -1% | -2% | 1% | 0.4% | ? | 4% | 1 | 8% | 0% | -5% | -5%

Exported with each value named: part of the list above.
structure: Cc1ccc(S(=O)(=O)N[C@@H](C)C(=O)N2CCC(C(=O)N[C@@H](Cc3ccccc3)C(=O)O)CC2)cc1
  TCR activator: -1%; Mito fusion yeast: -2%; Chronic BCR inh: 1%; B2AR arrestin: 0.4%; ELG1 repair inh: ?; uPA generation: 4%; TSHR antag: 1; Eya2 inh: 8%; USP2a inh: 0%; Tb PFK block: -5%; TSG101-PTAP inh: -5%
structure: COc1ccc(CCn2c(N)cc(=O)[nH]c2=S)cc1OC
  TCR activator: 7%; Mito fusion yeast: -5%; Chronic BCR inh: ?; B2AR arrestin: 0.1%; ELG1 repair inh: 0%; uPA generation: -3%; TSHR antag: -1; Eya2 inh: 10%; USP2a inh: 0%; Tb PFK block: -1%; TSG101-PTAP inh: 4%
structure: CC(=O)Nc1ccccc1C(=O)C(=O)NCCc1ccccc1
  TCR activator: -3%; Mito fusion yeast: 0%; Chronic BCR inh: 4%; B2AR arrestin: -0.1%; ELG1 repair inh: ?; uPA generation: 0%; TSHR antag: -4; Eya2 inh: 5%; USP2a inh: 7%; Tb PFK block: 0%; TSG101-PTAP inh: 1%
